# Screening data deposited in PubChem by several laboratories.
# MITF TRPM1 inh = MITF TRPM1 promoter inhibition in SK-MEL-5 cells. 330,000 tested, 0.83% active. inhibition, % at 12.5 µM. SK-MEL-5 TRPM1 promoter luciferase, 24 h;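 active = mean inhibition across replicates of 60% or more, whatever share of single replicates reaches that level; inconclusive = some that reach 60%, reason not given; inactive = mean inhibition across replicates below 60%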; note: values of inactives mirror those of a sister screen read the other way
# C8 TRAIL sens = caspase-8 TRAIL sensitization; NB7+C8 cells + TRAIL, ATPlite viability luminescence; 360,000 tested, 1% active; inhibition (viability loss, TRAIL sensitization), % at 10 µM; AID 624354;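 active = compounds causing at least 50% loss of cell viability in the single-dose screen, relative to plate controls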
# Shn3 3UTR inh = Schnurri-3 reporter inhibition in Clone20 osteoblasts; Clone20 osteoblast Shn3 3'UTR firefly luciferase, 24 h; inhibition, % at 12.5 µM; 360,000 tested, 0.52% active;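 active = mean inhibition of at least 75% with every replicate also reaching 75%; inconclusive = mean inhibition at least 75% but some replicate below; inactive = mean inhibition below 75%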;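 note: 0% = median of neutral control wells and 100% = pilot-screen positive control compound; some compounds past the cut are filed as inactive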
# TWEAK-Fn14 inh = TWEAK-Fn14 signaling inhibition; TWEAK-stimulated Fn14 reporter cells, luciferase luminescence, 8 h; inhibition, % at 10 µM; 360,000 tested, 2% active; AID 1159606; in the data active = inhibition above about 50%
# NR2E3 ag-1 = NR2E3 (human) agonism. AID 2300. inhibition of corepressor binding, % at 4.78 µM. GST-NR2E3/biotin-RetCOR TR-FRET, 1536-well. 320,000 tested, 0.12% active. Q9Y5X4;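 active = percent inhibition above the cutoff of mean plus 3 SD of all tested compounds, set per screening campaign, cut at about 20% in these data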;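 note: 0% = DMSO wells and 100% = biotin wells as full block of FRET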
# Target sequence (Q9Y5X4 whole entry, looked up): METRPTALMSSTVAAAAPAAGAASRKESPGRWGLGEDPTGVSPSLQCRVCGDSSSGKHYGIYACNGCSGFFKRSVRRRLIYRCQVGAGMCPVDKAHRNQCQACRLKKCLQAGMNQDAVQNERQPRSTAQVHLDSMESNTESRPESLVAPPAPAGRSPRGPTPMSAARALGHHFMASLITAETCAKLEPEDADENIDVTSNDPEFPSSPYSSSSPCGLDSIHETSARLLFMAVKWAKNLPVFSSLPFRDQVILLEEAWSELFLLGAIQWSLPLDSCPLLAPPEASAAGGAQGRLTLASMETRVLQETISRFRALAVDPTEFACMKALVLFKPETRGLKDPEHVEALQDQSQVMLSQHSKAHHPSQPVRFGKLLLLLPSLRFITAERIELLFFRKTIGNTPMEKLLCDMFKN
#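 System: GST-tagged NR2E3 plus biotinylated RetCOR corepressor; Amount: 1.35 nM GST-tagged NR2E3 final; Dosing: single nominal compound dose of 4.8 µM; Schedule: 5 h incubation at 4 °C; Technique: TR-FRET with europium anti-GST and streptavidin-D2, 340 nm excitation; Controls: biotin wells as high control, 0.6% DMSO wells as low control.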
# NR2E3 ag-2 = agonists of human NR2E3 nuclear receptor; Q9Y5X4; inhibition of corepressor binding, % at 3.98 µM; AID 602229; CHO-S Gal4-NCOR/VP16-NR2E3 two-hybrid, luciferase; 360,000 tested, 0.35% active;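 active = inhibition above the mean of all tested compounds plus 3 SD, cut at about 70% in these data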;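 note: 0% = DMSO with NR2E3 transfected cells and 100% = cells lacking NR2E3 construct; higher means lower luciferase signal from less NR2E3 corepressor binding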
# KKLEB tox = counter-screen for CF NF-kB inhibitors: cytotoxicity. KKLEB CF airway cells viability, ATPlite luminescence, overnight; hits give low values; cells stimulated with P. aeruginosa culture filtrate. 360,000 tested, 0.36% active. AID 602141. activity change (cytotoxicity), % at 5 µM;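 active = corrected activity change at or below -50% at 5 µM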
# HIF-2a block = HIF-2a inhibition; 786-0 RCC cells HIF-2a reporter, luciferase luminescence, overnight; inhibition, % at 18.8 µM; 360,000 tested, 0.72% active; AID 624352;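 active = inhibition of the luminescence signal of 40% or more relative to plate controls, in a single-dose primary screen at 18.75 µM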
# TROY NFkB inh = inhibitors of TROY-dependent NF-kB signaling | Q293 LMP1-TROYcd NF-kB luciferase reporter, 4 h | inhibition, % at 10 µM | 360,000 tested, 0.98% active;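 active = compounds whose plate-normalised and pattern-corrected inhibition of the luciferase reporter signal at the single screening dose is 50% or more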
# CF NFkB inh = blocks PAF-induced NF-kB reporter in cystic fibrosis cells | 360,000 tested, 0.86% active | KKLEB NF-kB-GFP reporter, GFP fluorescence overnight | inhibition, % at 5 µM;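 active = at least 50% inhibition at 5 µM, scaled per plate between neutral and stimulator controls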;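 note: PAF is a Pseudomonas aeruginosa culture filtrate used as stimulus; plate controls were PAF-stimulated DMSO wells for no effect and unstimulated DMSO wells for full effect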
# Peg3 prom inh = inhibitors of Peg3 promoter; 360,000 tested, 1.7% active; HeLa PEG-Prom luciferase reporter, luminescence, overnight; inhibition, % at 20 µM;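 active = inhibition of at least 50% at 20 µM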
# * marks the source's active call; other numbers are inactive results; ? = inconclusive; · = no result given.
SMILES,MITF TRPM1 inh,C8 TRAIL sens,Shn3 3UTR inh,TWEAK-Fn14 inh,NR2E3 ag-1,NR2E3 ag-2,KKLEB tox,HIF-2a block,TROY NFkB inh,CF NFkB inh,Peg3 prom inh
CCn1c(=O)c([N+](=O)[O-])c(NCC(O)c2ccccc2)c2ccccc21 (configuration not stated),3,5,0,-7,0,0,1,16,-7,12,4
Cc1nc(NC(C)C(=O)O)c2nc(C)oc2n1 (configuration not stated),4,-2,-9,11,-1,-19,-8,13,-10,-8,-3
CC1CCCCC1NC(=O)COCc1cc(-c2cccs2)on1 (configuration not stated),-12,-14,12,2,-1,-27,18,2,-8,-25,-13
CCN(CC(=O)Nc1ccc2c(c1)OCCO2)C(=O)/C=C/c1ccc([N+](=O)[O-])cc1,-8,-19,-3,-25,0,6,0,-22,-24,-28,-17
CCCCCCCNC(=O)C1(CC2CC(c3cccc(Br)c3)=NO2)CCN(C(=O)CCCCCBr)CC1 (configuration not stated),-7,14,-2,-32,3,12,-14,-2,2,-11,2
CN(C)c1ccc(C2Nc3ccccc3C(=O)N2NS(=O)(=O)c2ccccc2)cc1 (configuration not stated),-20,4,-46,-7,2,-1,10,-103,-15,4,-24
CCC1CCCCN1CCCNC(=O)c1c(O)nc2cc(C)ccn2c1=O (configuration not stated),0,-21,-6,1,2,11,4,10,-4,11,7
O=C(Nn1cnnc1)C1Cc2ccccc2CN1S(=O)(=O)c1ccc(F)cc1 (configuration not stated),-11,-5,-8,-4,-3,0,3,24,-4,-14,8
O=C(COc1ccc2c(-c3ccccc3)cc(=O)oc2c1)NC(Cc1c[nH]c2ccccc12)C(=O)O (configuration not stated),-13,-10,4,18,·,10,12,10,-13,5,-5
COCCNc1nc2cc(-c3cccc(Cl)c3)sc2c(=O)n1C,·,3,-7,8,·,-12,-4,-35,-2,-38,-22

# Pulled by structure from above (five):
SMILES,MITF TRPM1 inh,C8 TRAIL sens,Shn3 3UTR inh,TWEAK-Fn14 inh,NR2E3 ag-1,NR2E3 ag-2,KKLEB tox,HIF-2a block,TROY NFkB inh,CF NFkB inh,Peg3 prom inh
COCCNc1nc2cc(-c3cccc(Cl)c3)sc2c(=O)n1C,·,3,-7,8,·,-12,-4,-35,-2,-38,-22
Cc1nc(NC(C)C(=O)O)c2nc(C)oc2n1 (configuration not stated),4,-2,-9,11,-1,-19,-8,13,-10,-8,-3
CCC1CCCCN1CCCNC(=O)c1c(O)nc2cc(C)ccn2c1=O (configuration not stated),0,-21,-6,1,2,11,4,10,-4,11,7
CC1CCCCC1NC(=O)COCc1cc(-c2cccs2)on1 (configuration not stated),-12,-14,12,2,-1,-27,18,2,-8,-25,-13
CN(C)c1ccc(C2Nc3ccccc3C(=O)N2NS(=O)(=O)c2ccccc2)cc1 (configuration not stated),-20,4,-46,-7,2,-1,10,-103,-15,4,-24

# Later entries
SMILES,MITF TRPM1 inh,C8 TRAIL sens,Shn3 3UTR inh,TWEAK-Fn14 inh,NR2E3 ag-1,NR2E3 ag-2,KKLEB tox,HIF-2a block,TROY NFkB inh,CF NFkB inh,Peg3 prom inh
COc1ccc(/C=N/Nc2ccccc2)cc1Cn1nc(C)c([N+](=O)[O-])c1C,1,-13,24,6,1,-7,-2,8,0,1,15
O=C(NCc1ccccn1)C(=O)NCC1OCCN1C(=O)c1ccc(Cl)cc1 (configuration not stated),-6,-11,-1,-1,1,-23,16,18,14,-9,3
COc1ccc(CN(C(=O)c2cc(=O)c3ccccc3o2)C2CCS(=O)(=O)C2)cc1 (configuration not stated),8,-9,4,-10,0,-2,7,11,4,2,16
COC(=O)c1c(C)n(-c2ccc(C)cc2)c2ccc(O)cc12,-1,-6,-4,46,8,-18,-10,36,12,28,25
COc1cccc(-c2nnc3n2N=C(C(C)(C)C)CS3)c1,?,34,-3,92*,3,69,-24,27,64*,94*,98*
Cc1ccccc1C(=O)NNC(=O)CSc1nc2ccccc2c(=O)[nH]1,13,-5,10,10,-1,-9,-15,1,-2,7,1
CCN(CC)CCN(C(=O)c1ccc2c(c1)OCCO2)c1nc2cc(C)cc(C)c2s1,5,12,-3,-20,0,-48,-4,5,-8,11,-29
CC(Oc1ccc(Br)cc1)C(=O)N(C)CC(=O)Nc1ccc(N2CCOCC2)cc1 (configuration not stated),4,24,6,4,3,-18,-9,9,-11,20,13
CN(C(=O)c1ccccc1-c1ccccc1C(=O)O)c1ccccc1,9,-22,8,4,-2,11,-5,23,2,13,13
O=C(O)COc1ccccc1/C=N/NC(=O)CSc1nc2ccccc2n1Cc1ccc(Cl)cc1,8,10,5,-3,2,-12,7,18,-5,-26,6
CCCCn1c(=N)n(CC(O)COc2ccccc2)c2ccccc21 (configuration not stated),13,12,68,9,0,-11,-5,20,-1,3,32
CCN1CCN(c2ccc(S(=O)(=O)N3CCCCC3)cc2NC(=O)c2sccc2C)CC1,-12,4,-7,-11,-2,-5,-24,6,-2,29,-20
CC(C)Cn1c(N)c(C(=O)CSc2nncs2)c(=O)n(C)c1=O,-8,11,1,9,-2,10,10,-1,-3,-8,-1
O=C(Nc1ccccc1Cl)c1cc(C2CCCN(C(=O)c3cccs3)C2)on1 (configuration not stated),·,-11,-6,-17,·,-28,2,-44,-12,-10,-40
COc1c2ccoc2nc2c(OC)c(O)ccc12,·,2,-5,-41,-2,-7,8,4,-23,-58,7
O=C1C(SCCO)=C(SCCO)C(=O)c2ccccc21,111*,24,93*,76*,8,15,-6,97*,32,72*,100*
Cc1ccc(C(NC(=O)N2CCOCC2)C(Cl)(Cl)Cl)cc1F (configuration not stated),15,-7,27,21,-2,-18,-29,11,-9,-6,10
CCCCOc1ccc(/C=C(\C#N)C(=O)NC2CC2)cc1,·,-1,-3,-7,-4,-21,6,-7,-70,-18,-7
O=C(CSCc1ccccc1Cl)Nc1c[nH]c(=O)[nH]c1=O,-11,-2,-32,-11,-1,-21,4,16,9,-5,-4
Cc1ccc(/C=C/C(=O)NC(=S)Nc2ccccc2C(=O)NC2CCCCC2)cc1,-1,12,34,-31,2,-1,-8,5,-14,2,-2
CCN(C(=O)c1c(OC)cccc1OC)c1nnc(-c2cccnc2)s1,8,6,5,-20,7,-15,-6,19,-4,7,19
CC(=O)Nc1ccc(NS(=O)(=O)c2cc(-c3n[nH]c(=O)c4ccccc34)ccc2C)cc1,19,2,6,-3,-2,-15,-12,10,15,17,-4
CCOC(=O)Cc1csc(NS(=O)(=O)c2ccccc2)n1,2,3,8,-14,2,4,5,0,12,-1,-7
CCOc1cc(CNS(=O)(=O)c2cn(C)cn2)cc(OCC)c1OCC,-28,-8,1,12,1,-19,4,-1,-13,-11,-24
CC(NC(=O)c1ccccc1)C(=O)OCC(=O)N1c2ccccc2Sc2ccccc21 (configuration not stated),-1,3,-10,-11,-1,-11,11,14,1,2,14
O=C(O)c1cccc(N/N=C(\N=Nc2ccccc2)c2ccccc2)c1,-57,-15,11,-31,-1,46,6,-96,-38,-14,-107
COCCCNCCOc1ccc(C(C)(C)c2ccccc2)cc1,-9,1,-8,-4,3,5,-14,9,11,4,25
O=c1c2c(nc3c(-c4ccccc4)c[nH]n13)CCC2,4,9,11,18,1,-7,0,-22,-4,13,-13
CCCN(CC(=O)Nc1ccc(Cl)cc1Cl)C(=O)/C=C/c1cc(OC)ccc1OC,5,-5,23,-4,3,-16,-2,21,16,20,27
O=C(Cn1nc(-c2ccc(Cl)cc2)ccc1=O)NCC1COCCO1 (configuration not stated),-2,-15,-7,-12,3,11,-6,11,0,-2,-10
CC(=O)c1ccc(OC(=O)COc2ccccc2)cc1,3,-9,-2,3,-1,-10,-4,14,8,-6,9
COc1ccc(CCNC(=O)CSc2ncc(C(=O)Nc3ccccc3)c(=O)n2C)cc1,11,7,1,26,-2,24,-15,5,-15,18,3
CNc1ncc(C(=O)c2ccc(F)cc2)s1,-62,0,-47,-16,7,-83,-2,-186,-56,-11,-132
CC(C)N1C(=O)C(O)(C2COC(C)(C)CC2=O)c2ccccc21 (configuration not stated),-2,-6,-1,-9,-2,0,28,16,7,-25,8
CCOC(=O)N1CCN(C(=O)CSc2nc(CC)nc3c2c(=O)n(C)c(=O)n3C)CC1,3,11,-8,4,2,22,-7,10,-3,-4,-6
CC(=O)Oc1cccc(/C=C2\Sc3ccccc3C2=O)c1,5,-18,7,-12,-1,9,0,5,-18,-16,4
O=C(Nc1ccc(SC(F)F)cc1)c1ccc(F)cc1,-85,16,-24,-10,-3,-110,-6,-315,-84,-10,-356
COc1ccc(C(NC(=O)CC(C)C)NC(=O)CC(C)C)cc1OC,7,1,14,16,-1,-34,4,13,-4,-2,10
Cc1ncc(CO)c(/C=N/NC(=O)c2ccoc2C)c1O,11,12,-3,-9,·,-47,12,-9,7,3,-15
CCc1ccc(N(CC(=O)N2CCCCCC2)S(C)(=O)=O)cc1,-2,-22,16,-58,-1,-5,10,18,49,-8,20
CC(Oc1ccc2c3c(c(=O)oc2c1)CCCC3)C(=O)NCCN1CCOCC1 (configuration not stated),-4,-17,-4,4,-1,8,-16,12,-18,15,2
CCOC(=O)c1cn(CC)c2ccc(S(=O)(=O)N3CC(C)CC(C)C3)cc2c1=O (configuration not stated),13,1,22,24,2,14,-1,23,4,-4,9
Cc1ccc(NC(=O)c2cccc(OC(F)F)c2)c(OC(F)F)c1,3,2,10,-5,-5,4,-3,-46,-6,-4,-47
CCOc1ccc(/C=N/OCC(=O)Nc2ccc(OCc3ccccc3)cc2)cc1OC,-1,1,-10,-21,-2,-1,-1,-41,-21,13,-23
Cc1ccc(N(CC(=O)Nc2ccc(F)c(Cl)c2)S(=O)(=O)c2c(C)noc2C)cc1,0,9,15,13,0,-12,-2,4,46,8,30
COc1ccc(/C=N/NC(=O)c2cc3cc(OC)c(OC)cc3[nH]2)cc1,-9,8,5,8,3,-13,-5,4,-2,28,-9
COc1ccc(CCn2nnnc2C(C(C)C)N2CCN(c3ncccn3)CC2)cc1OC (configuration not stated),10,-19,16,-5,1,7,-2,8,-20,6,5
COc1ccc(OC)c(-n2c(SC)nnc2-c2c[nH]c3ccccc23)c1,0,5,1,1,0,2,0,-3,0,5,-3
O=C(CCN1CCCCC1)NCC1OCCc2ccccc21 (configuration not stated),5,-2,-3,-4,-2,-16,-5,4,7,10,8

# Entries of single compounds, quoted from the list.
# Profile of CCOC(=O)c1cn(CC)c2ccc(S(=O)(=O)N3CC(C)CC(C)C3)cc2c1=O (configuration not stated) : MITF TRPM1 inh: 13; C8 TRAIL sens: 1; Shn3 3UTR inh: 22; TWEAK-Fn14 inh: 24; NR2E3 ag-1: 2; NR2E3 ag-2: 14; KKLEB tox: -1; HIF-2a block: 23; TROY NFkB inh: 4; CF NFkB inh: -4; Peg3 prom inh: 9
# Profile of O=C(CCN1CCCCC1)NCC1OCCc2ccccc21 (configuration not stated) : MITF TRPM1 inh: 5; C8 TRAIL sens: -2; Shn3 3UTR inh: -3; TWEAK-Fn14 inh: -4; NR2E3 ag-1: -2; NR2E3 ag-2: -16; KKLEB tox: -5; HIF-2a block: 4; TROY NFkB inh: 7; CF NFkB inh: 10; Peg3 prom inh: 8

# An excerpt (hit frequency here may not be typical).
